NTMT1 inh: Primary qHTS for Inhibitors of N-terminal methyltransferase 1 (NTMT1): MTaseGlo Assay; Potency, µM (doses to about 114 µM), for inactives: top-dose activity change, negative = inhibition, hits mostly inhibitors; 2.5% of 59,000 active; NTMT1 MTase-Glo SAH luminescence, purified enzyme; AID 1645870, 2021; N-terminal Xaa-Pro-Lys N-methyltransferase 1 (Homo sapiens), Q9BV86;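 note: potency is the fitted concentration of half-maximal effect; plate controls were DMSO vehicle for no effect and no enzyme for full effect; nearly all actives have a fitted effect of over 65% in size; many of its hits are not listed in these tables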
GALK inh: qHTS Assay for Inhibitors of Human Galactokinase (GALK): NCGC Sytravon Library Screen | P51570 | recombinant GALK, Kinase-Glo ATP luminescence, 1 h | Potency, µM (doses to about 57.5 µM), for inactives: at the highest dose activity, negative = inhibition, usual class: inhibitors | 44,000 tested, under 10 active;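 note: plate controls were full GALK reaction for no effect and reaction lacking GALK for full effect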
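Human GALK (5 nM) was incubated with 35 uM ATP and 100 uM galactose in 20 mM HEPES pH 8.0 with MgCl2, NaCl, DTT and BSA for 1 h at room temperature. Remaining ATP was measured by Kinase-Glo Plus luminescence.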
p53null 32C tox: qHTS Screen for Compounds that Selectively Target Cancer Cells with p53 Mutations: Cytotoxicity of p53 Null Cells at the Permissive Temperature; AID 903, 2007; H1299-neo p53 null cells, ATP luminescence, 24 h, 32C; 0.62% of 55,000 active; Potency, µM (titrated, usually from 46.1 µM), inactives show top-dose activity change, negative = cytotoxicity, actives largely listed as cytotoxic;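 note: potency is the fitted concentration of half-maximal effect; 0% = DMSO only and -100% = full killing by 100 µM tamoxifen; nearly all actives have a fitted effect of over 55% in size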
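Cytotoxicity: H1299-neo (no p53), 32C, 24 h treatment. Concentrations up to 46 uM. Readout cellular ATP, luminescence. Normalization to DMSO basal and tamoxifen 100 uM maximal kill.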
B2AR arrestin ag: qHTS assay of beta-arrestin-biased ligands of beta2-adrenergic receptor: NCGC Sytravon Library Screen; HTLA Tango cells, beta-arrestin recruitment, luciferase luminescence, 18 h; Potency, µM (top dose mostly 46.1 µM), for inactives: at the highest dose activation, usual class: activators; 44,000 tested, under 10 active; AID 1347077, 2019;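 note: potency is the fitted concentration of half-maximal effect; 0% = DMSO and full agonism = EC100 isoproterenol or metaproterenol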
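Luminescence read-out: arrestin recruitment to recombinant beta2-AR releases tTA, inducing luciferase. Cells exposed 18 hr at 37 degrees C to up to 46 microM compound; %Activity from corrected signal, concentration-response curves classified by r2, magnitude and efficacy.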
FH mod: Identification of activators of human fumarate hydratase by quantitative high-throughput screening; Fumarate hydratase, mitochondrial (Homo sapiens), P07954; FH coupled MDH/diaphorase resazurin fluorescence, 15 min; Potency, µM (titrated, usually from 79.9 µM), inactives show at the top dose activity change, negative = inhibition, most hits filed as inhibitors; 0.22% of 54,000 active; AID 1347055, 2019; note: potency is the fitted concentration of half-maximal effect; % is set by controls: 0 for no effect and ±100 for the full control effect; the screen sought activators but most active calls are inhibition curves; nearly all actives have a fitted effect of over 45% in size
Target sequence (P07954 whole entry, looked up): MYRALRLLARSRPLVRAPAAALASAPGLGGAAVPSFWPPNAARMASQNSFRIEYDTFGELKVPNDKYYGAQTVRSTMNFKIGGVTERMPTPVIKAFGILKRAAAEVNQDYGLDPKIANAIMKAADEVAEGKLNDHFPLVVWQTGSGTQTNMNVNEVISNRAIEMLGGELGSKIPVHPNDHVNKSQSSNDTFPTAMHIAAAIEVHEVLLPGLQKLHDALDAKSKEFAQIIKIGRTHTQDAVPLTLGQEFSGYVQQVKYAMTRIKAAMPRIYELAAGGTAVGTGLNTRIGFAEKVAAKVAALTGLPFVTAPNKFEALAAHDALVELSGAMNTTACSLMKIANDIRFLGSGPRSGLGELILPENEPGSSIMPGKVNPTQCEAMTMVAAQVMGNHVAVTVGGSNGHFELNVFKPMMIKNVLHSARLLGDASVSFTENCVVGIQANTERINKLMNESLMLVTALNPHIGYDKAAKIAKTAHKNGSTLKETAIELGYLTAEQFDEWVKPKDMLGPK
p53null 39C kill: qHTS Screen for Compounds that Selectively Target Cancer Cells with p53 Mutations: Cytotoxicity of p53 Null Cells at the Nonpermissive Temperature | H1299 p53-null (neo) cells, 39C, ATPlite viability, 24 h | Potency, µM (series often up to 46.1 µM), inactives show top-dose activity, negative = cell killing, hits mostly cytotoxic | 0.97% of 55,000 active | AID 904, 2007;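 note: potency is the fitted concentration of half-maximal effect; 0% = DMSO only and -100% = full killing by 100 µM tamoxifen; nearly all actives have a fitted effect of over 50% in size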
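Concentration-response (up to 46 uM) was run for 24 h at the nonpermissive 39C on H1299-p53A138V or H1299-neo cells. ATP content was measured with ATPlite luminescence. AC50 values were Hill-modeled after normalizing between DMSO and 100 uM tamoxifen killing.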
PTAP-TSG101 blk: qHTS Validation Assay for Inhibitors of HIV-1 Budding by Blocking the Interaction of PTAP/TSG101: Sytravon Library Screen; AID 1347069, 2019; Fluorescence polarization, FITC-PTAP peptide/Tsg101, 20 min; Potency, µM (series often up to 115 µM), inactives show at the top dose activity change, negative = inhibition, usual class: inhibitors; 44,000 tested, under 10 active; note: potency is the fitted concentration of half-maximal effect; 0% is about no effect
Target sequence (Q99816 whole entry, looked up): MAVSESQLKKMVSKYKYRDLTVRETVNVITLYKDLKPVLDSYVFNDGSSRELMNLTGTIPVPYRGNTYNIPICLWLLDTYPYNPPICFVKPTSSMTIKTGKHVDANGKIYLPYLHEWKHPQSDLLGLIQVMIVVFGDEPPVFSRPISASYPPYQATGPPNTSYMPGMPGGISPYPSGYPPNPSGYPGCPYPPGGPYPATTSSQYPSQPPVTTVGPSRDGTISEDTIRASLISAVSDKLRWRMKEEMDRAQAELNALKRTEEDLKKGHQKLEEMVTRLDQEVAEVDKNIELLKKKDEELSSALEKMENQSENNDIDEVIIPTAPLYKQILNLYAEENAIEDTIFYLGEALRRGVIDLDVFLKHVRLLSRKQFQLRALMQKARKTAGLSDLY
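Compounds pinned into 10 uM Tsg101 binding domain, then 50 nM FITC-PTAP peptide added in pH 7.5 HEPES buffer; FP read after 20 min, room temperature. Total S+P intensity flags fluorescent compounds; active cut-off <25 µM, efficacy <60%.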
Starred values were filed as active, the others as inactive; [ ] = dose if it differs, or a comment. Calls come from the whole dose curve; as a rule, active = well fitted curve in the direction sought with a large enough effect; inconclusive = small, poorly fitted or top-dose-only effect, or another doubt; inactive = no such curve, though single readings can be large; an effect the other way counts as inactive or inconclusive.

For O=C(O)Cn1nc(N2CCN(c3ccc(F)cc3)CC2)ccc1=O the results were NTMT1 inh -5.7%, GALK inh 7.3%, p53null 32C tox 3.4%, B2AR arrestin ag 1.1%, FH mod -12.5%, p53null 39C kill 3.4% and PTAP-TSG101 blk -1.1%.
Screening CCc1ccccc1NC(=O)CSc1nc(C)c(C(=O)Nc2ccccc2)c(-c2ccc(Cl)cc2)c1C#N returned NTMT1 inh 4.9%, GALK inh -0.3%, p53null 32C tox 11.9%, B2AR arrestin ag -0.2%, FH mod -0.5%, p53null 39C kill 1.6% and PTAP-TSG101 blk -2.7%.
Cc1ccc(NC(=O)Cn2c(=O)n(CCc3ccccc3)c(=O)c3c4c(sc32)CCCC4)cc1C was read as NTMT1 inh 13.2%, GALK inh -13.7%, p53null 32C tox 2.0%, B2AR arrestin ag 1.1%, FH mod -4.5%, p53null 39C kill -8.3% and PTAP-TSG101 blk -2.3%.
`Cc1ccc(O)c(-c2n[nH]c3c2C(c2ccc(F)cc2)N(Cc2ccco2)C3=O)c1` (stereo unspecified) gave NTMT1 inh -15.5%, GALK inh 1.1%, p53null 32C tox 26.0%, B2AR arrestin ag -0.4%, FH mod -27.2%, p53null 39C kill inconclusive and PTAP-TSG101 blk -6.0%.
`COc1ccc(NC(=O)c2ccco2)cc1NC(=O)C(C)(C)Oc1ccc(Cl)cc1` gave NTMT1 inh -9.3%, GALK inh 6.0%, p53null 32C tox 35.0%[activator], B2AR arrestin ag 0.1%, FH mod inconclusive, p53null 39C kill -10.2% and PTAP-TSG101 blk -6.8%.
Screening CC(C)Sc1ncc(Cl)c(C(=O)Nc2nc3ccc(S(C)(=O)=O)cc3s2)n1 returned NTMT1 inh 14.2%, GALK inh 3.0%, p53null 32C tox -18.9%, B2AR arrestin ag -0.7%, FH mod -25.8%, p53null 39C kill -17.3% and PTAP-TSG101 blk 1.4%.
Screening CCOC(=O)c1c(S(=O)(=O)NCC(=O)N(C)Cc2ccccc2)c(C)n(C)c1C returned NTMT1 inh -0.9%, GALK inh 2.1%, p53null 32C tox -4.2%, B2AR arrestin ag -2.5%, FH mod -0.4%, p53null 39C kill 26.0% and PTAP-TSG101 blk 2.2%.
For COc1cccc(Cn2c(=O)n(-c3cccc(Cl)c3C)c(=O)c3c4c(sc32)CN(C(C)=O)CC4)c1 the results were NTMT1 inh 6.6%, GALK inh 2.9%, p53null 32C tox 4.1%, B2AR arrestin ag -2.8%, FH mod -25.8%, p53null 39C kill 2.7% and PTAP-TSG101 blk -6.4%.
`CCc1ccc(S(=O)(=O)Nc2cccc(-c3ccc(N4CCCCC4)nn3)c2)s1` gave GALK inh 0.5%, p53null 32C tox 15.8µM*, B2AR arrestin ag 0.3%, p53null 39C kill 12.6µM* and PTAP-TSG101 blk 0.5%.
`Cc1cccc(-c2nc3scc(CCNS(=O)(=O)c4ccc(F)c(C(F)(F)F)c4)n3n2)c1` gave NTMT1 inh -3.3%, GALK inh 2.0%, p53null 32C tox 12.3%, B2AR arrestin ag -2.7%, FH mod -1.9%, p53null 39C kill -20.0% and PTAP-TSG101 blk -1.9%.
Screening COc1ccc(Cl)cc1Nc1sc(C(=O)c2ccccc2)c(N)c1C(=O)Nc1ccccc1 returned NTMT1 inh -8.1%, GALK inh 1.6%, p53null 32C tox 6.1%, B2AR arrestin ag -2.4%, FH mod -17.5%, p53null 39C kill 1.6% and PTAP-TSG101 blk -0.2%.
For O=C(C1CCN(S(=O)(=O)Cc2ccccc2)CC1)N1CCN(c2ccccc2F)CC1 the results were GALK inh -10.3%, p53null 32C tox 7.1%, B2AR arrestin ag -1.9%, p53null 39C kill -9.5% and PTAP-TSG101 blk 0.7%.
Cc1ccc(S(=O)(=O)C2(C(=O)Nc3ccc(C)c(Cl)c3)CC2)cc1 was read as NTMT1 inh 0.2%, GALK inh -1.9%, p53null 32C tox -5.0%, B2AR arrestin ag 0.8%, FH mod inconclusive, p53null 39C kill 8.5% and PTAP-TSG101 blk -10.0%.
COc1cccc(CNC(=O)CCc2c(C)c3cc4c(C)coc4cc3oc2=O)c1 was read as GALK inh 0.4%, p53null 32C tox 0.7%, B2AR arrestin ag -1.4%, p53null 39C kill -5.2% and PTAP-TSG101 blk -1.1%.
For CCOc1ccc(-c2cn3c(n2)sc2cc(C(=O)NCCc4ccc(OC)c(OC)c4)ccc23)cc1 the results were NTMT1 inh 7.0%, GALK inh -0.1%, p53null 32C tox -7.7%, B2AR arrestin ag 0.5%, FH mod -7.9%, p53null 39C kill inconclusive and PTAP-TSG101 blk 2.8%.
Cc1nn2c(=O)cc(COC(=O)COc3ccc(F)cc3)nc2s1 was read as NTMT1 inh 9.4%, GALK inh 0.2%, p53null 32C tox 5.5%, B2AR arrestin ag 2.8%, FH mod -4.5%, p53null 39C kill -3.7% and PTAP-TSG101 blk -5.8%.
Screening COc1ccc(-c2nc(SCC(=O)Nc3ccc4c(c3)OCCO4)c(-c3ccc(F)cc3)[nH]2)cc1OC returned NTMT1 inh 6.2%, GALK inh 2.4%, p53null 32C tox 2.1%, B2AR arrestin ag 7.8%, FH mod inconclusive, p53null 39C kill inconclusive and PTAP-TSG101 blk -0.3%.
For CNS(=O)(=O)c1cn(CC(=O)Nc2ccc(C(C)=O)cc2)cc1S(=O)(=O)NC the results were NTMT1 inh 5.6%, GALK inh -0.4%, p53null 32C tox 2.0%, B2AR arrestin ag -0.8%, FH mod -3.0%, p53null 39C kill 25.6% and PTAP-TSG101 blk 1.0%.
Screening CCN(C(=O)Cn1c(SCC(=O)NCc2ccccc2)nc2ccccc21)c1cccc(C)c1 returned NTMT1 inh -1.6%, GALK inh 0.6%, p53null 32C tox 6.5%, B2AR arrestin ag 0.7%, FH mod -13.3%, p53null 39C kill -15.1% and PTAP-TSG101 blk -2.6%.
O=C(CSC1=Nc2ccccc2C2=NC(Cc3ccccc3)C(=O)N12)Nc1ccccc1 (stereo unspecified) was read as NTMT1 inh -2.3%, GALK inh -2.5%, p53null 32C tox 0.4%, B2AR arrestin ag -0.2%, FH mod -6.7%, p53null 39C kill 4.2% and PTAP-TSG101 blk -2.3%.
COc1ccc(CNC(=O)c2cnc3sc(N4CCCC4)nn3c2=O)c(OC)c1 was read as NTMT1 inh 11.5%, GALK inh -0.5%, p53null 32C tox -4.2%, B2AR arrestin ag -0.5%, FH mod -8.5%, p53null 39C kill 0.1% and PTAP-TSG101 blk -3.2%.
COc1cccc(CNC(=O)Cc2csc3ccccc23)c1OC was read as NTMT1 inh -7.6%, GALK inh 1.0%, p53null 32C tox -2.4%, B2AR arrestin ag -2.5%, FH mod -7.9%, p53null 39C kill -15.1% and PTAP-TSG101 blk -0.6%.
For O=C(NCc1noc2ccccc12)N1CCN(c2ccccc2F)CC1 the results were NTMT1 inh -1.3%, GALK inh -0.1%, p53null 32C tox 0.4%, B2AR arrestin ag -0.1%, FH mod 7.9%, p53null 39C kill -12.0% and PTAP-TSG101 blk -7.0%.
COc1ccc(NC(=O)c2nnn(Cc3ccccc3C)c2N)c(OC)c1 was read as NTMT1 inh 24.6%, GALK inh 0.3%, p53null 32C tox -4.5%, B2AR arrestin ag -2.2%, FH mod -2.6%, p53null 39C kill -15.3% and PTAP-TSG101 blk -1.0%.
For COc1ccc(NC(=O)C2CCCN(C(=O)c3cnn(-c4ccccc4)c3-n3cccc3)C2)cc1 (stereo unspecified) the results were NTMT1 inh 4.0%, GALK inh -0.6%, p53null 32C tox 22.3%, B2AR arrestin ag -1.9%, FH mod -6.5%, p53null 39C kill -19.0% and PTAP-TSG101 blk -5.4%.
For Cc1ccc(NC(=O)c2nc(S(C)(=O)=O)ncc2N(Cc2cccc(F)c2)Cc2ccco2)cc1C the results were NTMT1 inh -5.3%, GALK inh 0.0%, p53null 32C tox -2.8%, B2AR arrestin ag -4.8%, FH mod inconclusive, p53null 39C kill 2.3% and PTAP-TSG101 blk 28.7%.
Screening O=C(Cn1cc(SCc2ccc(C(F)(F)F)cc2)c2ccccc21)N1CCCC1 returned NTMT1 inh -4.0%, GALK inh 2.9%, p53null 32C tox 15.6%, B2AR arrestin ag -0.5%, FH mod inconclusive, p53null 39C kill 33.2%[activator] and PTAP-TSG101 blk -0.3%.
`O=C(Nc1cccc(NC(=O)c2ccccc2F)c1)c1ccccc1` gave NTMT1 inh 3.3%, GALK inh 1.2%, p53null 32C tox -3.6%, B2AR arrestin ag 1.0%, FH mod -4.5%, p53null 39C kill 20.1% and PTAP-TSG101 blk 1.2%.
Screening Cc1cccc(N2CCN(C(=O)c3ccc4c(c3)c(C)c(C)n4C)CC2C)c1 (stereo unspecified) returned NTMT1 inh 9.7%, GALK inh -1.6%, p53null 32C tox 35.6%[activator], B2AR arrestin ag -0.3%, FH mod -19.1%, p53null 39C kill inconclusive and PTAP-TSG101 blk -8.1%.
For CCN(Cc1ccccc1)C(=O)Cn1c(=O)n(-c2ccc(Cl)cc2)c(=O)c2c(C)c(C(=O)N(C)C)sc21 the results were NTMT1 inh -0.9%, GALK inh 2.4%, p53null 32C tox -3.2%, B2AR arrestin ag -1.1%, FH mod -2.3%, p53null 39C kill 10.0% and PTAP-TSG101 blk -5.1%.
Screening Cc1ccc2c(=O)c(C(=O)c3ccccc3)cn(CC(=O)NCc3ccccc3)c2n1 returned NTMT1 inh -1.7%, GALK inh 0.8%, p53null 32C tox -1.8%, B2AR arrestin ag 0.8%, FH mod -8.3%, p53null 39C kill -11.5% and PTAP-TSG101 blk 8.8%.

2 neighbouring records from above:
For CCN(Cc1ccccc1)C(=O)Cn1c(=O)n(-c2ccc(Cl)cc2)c(=O)c2c(C)c(C(=O)N(C)C)sc21 the results were NTMT1 inh -0.9%, GALK inh 2.4%, p53null 32C tox -3.2%, B2AR arrestin ag -1.1%, FH mod -2.3%, p53null 39C kill 10.0% and PTAP-TSG101 blk -5.1%.
Screening Cc1ccc2c(=O)c(C(=O)c3ccccc3)cn(CC(=O)NCc3ccccc3)c2n1 returned NTMT1 inh -1.7%, GALK inh 0.8%, p53null 32C tox -1.8%, B2AR arrestin ag 0.8%, FH mod -8.3%, p53null 39C kill -11.5% and PTAP-TSG101 blk 8.8%.

Assay outcomes as filed in PubChem BioAssay.

This is a subset, so the mix of outcomes need not match the whole.
